Screening data (PubChem BioAssay)
NFkB binder: binds human NF-kappa-B p105 on microarray; P19838; 1.3% of 17,000 active; calls only; Small molecule microarray, anti-His fluorescence binding;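 active = spot fluorescence over background significantly raised, with a chance value under 7% in all four replicate spots of the compound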;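 note: probe protein is his-tagged human p50 processed subunit at 1 µg/ml; raw spot fluorescence signals with no normalization applied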
Target sequence (P19838 1-433 limits assumed): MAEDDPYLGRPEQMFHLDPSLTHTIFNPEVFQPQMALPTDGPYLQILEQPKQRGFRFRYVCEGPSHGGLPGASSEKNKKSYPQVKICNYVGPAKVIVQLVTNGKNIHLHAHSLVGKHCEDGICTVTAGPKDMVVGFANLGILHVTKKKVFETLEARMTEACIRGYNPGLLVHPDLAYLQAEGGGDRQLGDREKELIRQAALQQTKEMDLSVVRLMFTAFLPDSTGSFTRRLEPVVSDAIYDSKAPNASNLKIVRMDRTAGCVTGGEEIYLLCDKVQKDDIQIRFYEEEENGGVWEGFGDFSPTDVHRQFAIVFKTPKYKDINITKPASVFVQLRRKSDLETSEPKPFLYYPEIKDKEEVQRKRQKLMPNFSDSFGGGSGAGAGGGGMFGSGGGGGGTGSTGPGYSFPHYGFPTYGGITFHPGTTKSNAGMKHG
Calls only; i = inactive; + = active, no number. This is a subset; count on the stated rates, not on these rows.

Molecule	NFkB binder
CC1(C)CC[C@]2(C(=O)O[C@@H]3O[C@H](CO)[C@@H](O)[C@H](O)[C@H]3O)CC[C@]3(C)C(=CCC4[C@@]5(C)CC[C@@H](O[C@@H]6O[C@H](C(=O)O)[C@@H](O[C@@H]7OC[C@@H](O)[C@H](O)[C@H]7O)[C@H](O[C@@H]7OC[C@](O)(CO)[C@H]7O)[C@H]6O)C(C)(C)C5CC[C@]43C)C2C1 (some centres not stated)	i
COc1ccccc1NC(=O)N(C)C[C@@H]1OCc2cnnn2CCCC(=O)N([C@H](C)CO)C[C@@H]1C	i
COc1ccc(S(=O)(=O)N(C)C[C@H]2Oc3ccc(NC(=O)Nc4cccc5ccccc45)cc3CC(=O)N([C@@H](C)CO)C[C@@H]2C)cc1	i
C[C@@H]1CCCCO[C@H](CN(C)C(=O)C2CCCCC2)[C@H](C)CN([C@H](C)CO)C(=O)c2cc(NC(=O)Nc3ccccc3)ccc2O1	i
COC(=O)C1=C(C)NC(C)=C(C(=O)OCCCN2CCC(c3ccccc3)(c3ccccc3)CC2)C1c1cccc([N+](=O)[O-])c1 (configuration not stated)	i
C[C@@H]1CN([C@@H](C)CO)C(=O)c2cc(NC(=O)Cc3ccccc3)ccc2O[C@@H]1CN(C)CC1CC1	i
C[C@@H]1CN([C@H](C)CO)C(=O)Cc2cc(NC(=O)CCN3CCOCC3)ccc2O[C@H]1CN(C)S(=O)(=O)c1cccs1	i
C[C@@H]1CN([C@H](C)CO)C(=O)Cc2cc(NC(=O)CCN3CCOCC3)ccc2O[C@@H]1CN(C)S(=O)(=O)c1cccs1	i
OCCN1CCN(CC(O)COc2ccc3c(c2)CCC3)CC1 (configuration not stated)	i
Cc1noc(C)c1NC(=O)N(C)C[C@H]1OCCCC[C@@H](C)Oc2ccc(NS(=O)(=O)c3cn(C)cn3)cc2C(=O)N([C@@H](C)CO)C[C@@H]1C	i
CC(=O)O[C@@H]1[C@@H](O)[C@H](C)O[C@@H](Oc2c(-c3ccc(O)cc3)oc3cc(O[C@@H]4O[C@@H](C)[C@H](O)[C@@H](O)[C@H]4O)cc(O)c3c2=O)[C@@H]1O	i
CC(C)NC(=O)N(C)C[C@@H]1OCCCC[C@H](C)Oc2ccc(NC(=O)Nc3ccc(C(F)(F)F)cc3)cc2C(=O)N([C@@H](C)CO)C[C@@H]1C	+
CC(=O)c1c(C)nn(CC(O)COc2ccc3c(c2)CCC3)c1C (configuration not stated)	i
c1ccc(-c2nnc(OCc3cccnc3)c3ccccc23)cc1	i
C[C@@H]1CN([C@@H](C)CO)C(=O)c2cc(NC(=O)Nc3ccc(F)cc3)ccc2O[C@@H](C)CCCCO[C@@H]1CN(C)C(=O)Cc1ccccc1	i
C[C@H](CO)N1C[C@H](C)[C@H](CN(C)C(=O)Nc2ccc(C(C)(C)C)cc2)OCc2cnnn2CCCC1=O	i
O=C1N[C@@H](Cc2ccccc2)C(=O)N2[C@@H]1C[C@@H](C(=O)NCc1ccc(F)cc1)[C@H]2c1cccc(OCCO)c1	i
C=CCOC(=O)C1=C[C@H](c2csc3ccccc23)C[C@H](OCc2ccc(CO)cc2)O1	i
O=C(CSc1nnc(-c2ccncc2)n1-c1ccccc1)Nc1ccc(C(=O)O)cc1	i
C[C@H]1CN([C@@H](C)CO)C(=O)c2cccc(NS(=O)(=O)c3cccs3)c2O[C@H]1CN(C)C(=O)Nc1ccc(C(F)(F)F)cc1	i
Cc1ncc([N+](=O)[O-])n1CC(C)O (configuration not stated)	i
C[C@H]1CN([C@@H](C)CO)C(=O)c2cccc(NC(=O)NC3CCCCC3)c2O[C@@H]1CN(C)S(=O)(=O)c1cn(C)cn1	i
CC(C)(C)C(=O)Nc1ccc2c(c1)C(=O)C(=O)c1ccccc1-2	i
C[C@H](CO)N1C[C@H](C)[C@@H](CN(C)CC2CCCCC2)Oc2ccc(N(C)C)cc2C1=O	i
C[C@H]1CN([C@@H](C)CO)C(=O)CCCn2cc(nn2)CO[C@H]1CN(C)C(=O)Nc1ccnc(N2CCOCC2)c1	i
Cc1noc(C)c1S(=O)(=O)N(C)C[C@@H]1Oc2c(NC(=O)c3ccc(-c4nccs4)cc3)cccc2C(=O)N([C@@H](C)CO)C[C@H]1C	i
CC1CCC2(C)C(C(=O)O)=CCCC2C1(C)CCC1=CC(O)OC1=O (configuration not stated)	i
Cc1cc2c([nH]c3ccccc32)c2c1OC(C)(C)C=C2	i
CNC[C@@H]1OCCCC[C@H](C)Oc2ccc(NC(=O)Nc3ccc(F)cc3)cc2C(=O)N([C@H](C)CO)C[C@H]1C	i
Cc1nn(-c2ccccc2)c(CC(C)(C)C(=O)O)c1C(=O)O	i

Entries from the list above that have a tert-butyl group:
Molecule	NFkB binder
C[C@H](CO)N1C[C@H](C)[C@H](CN(C)C(=O)Nc2ccc(C(C)(C)C)cc2)OCc2cnnn2CCCC1=O	i
CC(C)(C)C(=O)Nc1ccc2c(c1)C(=O)C(=O)c1ccccc1-2	i

Additional entries
Molecule	NFkB binder
C[C@@H]1CN([C@H](C)CO)C(=O)c2cc(NS(C)(=O)=O)ccc2O[C@@H](C)CCCCO[C@@H]1CN(C)C	i
C[C@H]1CN([C@@H](C)CO)C(=O)Cc2cc(NC(=O)c3ccncc3)ccc2O[C@@H]1CN(C)CC1CC1	i
CC(C)NC(=O)N(C)C[C@H]1OCCCC[C@@H](C)Oc2ccc(NC(=O)CCC(F)(F)F)cc2C(=O)N([C@@H](C)CO)C[C@@H]1C	i
Cc1c(-n2c(/C=C\c3ccc([N+](=O)[O-])o3)nc3ccccc3c2=O)c(=O)n(-c2ccccc2)n1C	i
C[C@H]1CN([C@@H](C)CO)C(=O)Cc2cc(NC(=O)NC3CCCCC3)ccc2O[C@H]1CN(C)S(=O)(=O)c1cccs1	i
C[C@H]1CN([C@@H](C)CO)C(=O)c2cc(NC(=O)NC3CCCCC3)ccc2O[C@H]1CN(C)C(=O)Nc1ccc2c(c1)OCO2	i
CCn1c(SCC(=O)N2CCOCC2)nnc1-c1c[nH]c2ccccc12	i
CN(Cc1nc2ccccc2n1C)S(=O)(=O)c1ccc(F)cc1	i
C[C@@H]1CN([C@H](C)CO)C(=O)c2cccc(NS(=O)(=O)c3ccccc3)c2O[C@@H]1CN(C)C(=O)Nc1ccccc1	i
COc1ccc(S(=O)(=O)N(C)C[C@@H]2Oc3ccc(NC(=O)CCN4CCOCC4)cc3C(=O)N([C@@H](C)CO)C[C@H]2C)cc1	i
CC(C)NC(=O)N(C)C[C@H]1Oc2ccc(NS(=O)(=O)c3cccs3)cc2CC(=O)N([C@@H](C)CO)C[C@H]1C	i
C[C@@H]1CN([C@@H](C)CO)C(=O)c2cc(NC(=O)CCC(F)(F)F)ccc2O[C@H]1CN(C)C	i
C#C[C@]1(O)CC[C@H]2[C@@H]3CCC4=Cc5oncc5C[C@]4(C)[C@H]3CC[C@@]21C	i
NC(=O)CSCC(=O)Nc1ccccc1F	i
C[C@@H]1CCCCO[C@@H](CN(C)CC2CCCCC2)[C@H](C)CN([C@H](C)CO)C(=O)c2cc(NC(=O)Nc3ccc4c(c3)OCO4)ccc2O1	i
C[C@@H]1CN([C@@H](C)CO)C(=O)c2cccc(NS(=O)(=O)c3cn(C)cn3)c2O[C@@H]1CN(C)S(=O)(=O)c1ccc(Cl)cc1	i
C[C@@H]1CN([C@H](C)CO)C(=O)CCCn2cc(nn2)CO[C@@H]1CN(C)C(=O)Nc1ccccc1F	i
C[C@@H]1CN([C@H](C)CO)C(=O)Cc2cc(NC(=O)c3ccncc3)ccc2O[C@@H]1CN(C)S(=O)(=O)c1ccccc1	i
C[C@H]1CN([C@@H](C)CO)C(=O)Cc2cc(NS(C)(=O)=O)ccc2O[C@H]1CN(C)C(=O)Nc1ccc(C(F)(F)F)cc1	i
CCO[C@H]1OC(C(=O)NCc2ccccc2)=C[C@@H](C(C)(C)C)[C@@H]1CCCO	i
C[C@H]1CN([C@@H](C)CO)C(=O)CCCn2cc(nn2)CO[C@H]1CN(C)Cc1ccccc1	i
O=C(Nc1cccc(Cl)c1)c1ccc(NCc2ccco2)c([N+](=O)[O-])c1	i
COc1ccc(NC(=O)Nc2ccc3c(c2)CC(=O)N([C@H](C)CO)C[C@H](C)[C@H](CN(C)S(=O)(=O)c2ccc(Cl)cc2)O3)cc1	i
CC(=O)c1ccc(O[C@@H]2O[C@H](CO)[C@@H](O)[C@H](O)[C@H]2O)c(/C=C/C(C)(C)O)c1	i
Nc1nc(-c2ccco2)nn1C(=O)c1ccco1	i
C=C1CCC2(C(=O)OC3OC(CO)C(O)C(O)C3O)CCC3(C)C(=CCC4C5(C)CC(O)C(OC6OCC(O)C(O)C6OC6OC(CO)C(O)C(O)C6O)C(C)(CO)C5CCC43C)C2C1 (configuration not stated)	i
COc1ccc(S(=O)(=O)Nc2cccc3c2O[C@H](CN(C)Cc2ccc(C(F)(F)F)cc2)[C@H](C)CN([C@H](C)CO)C3=O)cc1	i
O=C(Cn1cnc([N+](=O)[O-])n1)Nc1ccc(N2CCOCC2)c(Cl)c1	i
C[C@@H]1CCCCO[C@@H](CN(C)C(=O)c2ccccc2)[C@H](C)CN([C@H](C)CO)C(=O)c2cc(NS(=O)(=O)c3cn(C)cn3)ccc2O1	i
CCO[C@@H]1OC(C(=O)N2CCOCC2)=C[C@H](c2ccc(Br)cc2)[C@H]1CCCO	i

An excerpt of these results, field by field.
> C[C@@H]1CCCCO[C@@H](CN(C)CC2CCCCC2)[C@H](C)CN([C@H](C)CO)C(=O)c2cc(NC(=O)Nc3ccc4c(c3)OCO4)ccc2O1
  NFkB binder = i

> C[C@@H]1CN([C@@H](C)CO)C(=O)c2cccc(NS(=O)(=O)c3cn(C)cn3)c2O[C@@H]1CN(C)S(=O)(=O)c1ccc(Cl)cc1
  NFkB binder = i

(more compounds)
Molecule	NFkB binder
CC(C)NC(=O)Nc1ccc2c(c1)C(=O)N([C@H](C)CO)C[C@@H](C)[C@@H](CN(C)Cc1ccc(C(F)(F)F)cc1)OCCCC[C@@H](C)O2	i
COC(=O)c1ccccc1NC(=O)CCSc1ccc(C)cc1	i
Cc1noc(C)c1S(=O)(=O)Nc1ccc2c(c1)C(=O)N([C@@H](C)CO)C[C@H](C)[C@@H](CN(C)C(=O)Nc1ccccc1)OCCCC[C@H](C)O2	i
C[C@@H]1CN([C@@H](C)CO)C(=O)c2cccc(NC(=O)c3cnccn3)c2O[C@H]1CN(C)C(=O)Nc1cccc2ccccc12	i
C[C@@H]1CN([C@@H](C)CO)C(=O)CCCn2nncc2CO[C@H]1CN(C)Cc1ccccc1	i
C[C@@H]1CN([C@H](C)CO)C(=O)Cc2cc(NS(=O)(=O)c3cccs3)ccc2O[C@H]1CN(C)Cc1ccccc1	i
Cc1ccc(NC(=O)c2ccc(CSc3nnc(-c4ccc(NC(=O)c5ccccc5Cl)cc4)n3C)cc2)cc1	i
COC(=O)C1=COC(OC2OC(CO)C(O)C(O)C2O)C2C1C(O)CC2(C)OC(C)=O (configuration not stated)	i
CC(C)NC(=O)Nc1cccc2c1O[C@H](CN(C)Cc1ccc(Oc3ccccc3)cc1)[C@H](C)CN([C@@H](C)CO)C2=O	i
C[C@@H]1CCCCO[C@@H](CN(C)Cc2ccncc2)[C@@H](C)CN([C@H](C)CO)C(=O)c2cc(NS(C)(=O)=O)ccc2O1	i
O=C(NCCN1CCOCC1)c1cc2ccccc2o1	i
C[C@@H]1CN([C@H](C)CO)C(=O)c2cc(NC(=O)Nc3ccccc3)ccc2O[C@H]1CN(C)C(=O)Nc1cccc2ccccc12	i
CNC[C@@H]1OCCCC[C@@H](C)Oc2ccc(NC(=O)c3ccncc3)cc2C(=O)N([C@H](C)CO)C[C@@H]1C	i
CC(C)[C@@H]1NC(=O)[C@H](Cc2ccccc2)NC(=O)[C@@H](CC(=O)O)NC(=O)CNC(=O)[C@H](CCCN=C(N)N)NC1=O	i
C[C@@H]1CCCCO[C@@H](CN(C)C(=O)c2ccncc2)[C@@H](C)CN([C@@H](C)CO)C(=O)c2cc(NS(=O)(=O)c3ccc(Cl)cc3)ccc2O1	i
COc1cc2c(cc1OC)CN(C(=O)[C@@H]1[C@H]3C(=O)O[C@H](c4ccccc4)[C@H](c4ccccc4)N3[C@H](c3ccccc3OCCO)[C@@]13C(=O)Nc1ccccc13)CC2	i
CCOc1ccccc1NC(=O)CSc1n[nH]c(N)n1	i
Cc1noc(C)c1NC(=O)N(C)C[C@H]1Oc2ccc(NC(=O)Nc3ccc4c(c3)OCO4)cc2CC(=O)N([C@H](C)CO)C[C@@H]1C	i
Cc1nc(NCC2CCCO2)c2c(C)c(C)sc2n1 (configuration not stated)	i
CNC[C@@H]1Oc2c(NS(=O)(=O)c3ccc(Cl)cc3)cccc2C(=O)N([C@H](C)CO)C[C@H]1C	i
Cc1noc(C)c1S(=O)(=O)Nc1ccc2c(c1)C(=O)N([C@H](C)CO)C[C@@H](C)[C@H](CN(C)C(=O)Nc1ccccc1)O2	i
C[C@H]1CN([C@@H](C)CO)C(=O)c2cc(NC(=O)Nc3ccc(F)cc3)ccc2O[C@@H]1CN(C)C(=O)NC1CCCCC1	i
C[C@H]1CN([C@@H](C)CO)C(=O)Cc2cc(NC(=O)NC3CCCCC3)ccc2O[C@H]1CN(C)C(=O)NC1CCCCC1	i
COc1ccc(NC(=O)Nc2cccc3c2O[C@@H](CN(C)C(=O)Nc2ccc(C(F)(F)F)cc2)[C@H](C)CN([C@@H](C)CO)C3=O)cc1	i
C[C@H](CO)N1C[C@H](C)[C@@H](CN(C)C(=O)Nc2cccc3ccccc23)Oc2c(NS(C)(=O)=O)cccc2C1=O	i
CCC1NC(=O)c2cc(S(N)(=O)=O)c(Cl)cc2N1 (configuration not stated)	i

3 compounds drawn at random from those above, as already listed:
Molecule	NFkB binder
C[C@H]1CN([C@@H](C)CO)C(=O)Cc2cc(NC(=O)NC3CCCCC3)ccc2O[C@H]1CN(C)C(=O)NC1CCCCC1	i
C[C@@H]1CCCCO[C@@H](CN(C)Cc2ccncc2)[C@@H](C)CN([C@H](C)CO)C(=O)c2cc(NS(C)(=O)=O)ccc2O1	i
Cc1nc(NCC2CCCO2)c2c(C)c(C)sc2n1 (configuration not stated)	i
